DRD3 agonist: activates the human D3 dopamine receptor | D3R DiscoveRx beta-arrestin cells, luminescence, 90 min | max activation, % | actives 0.58% (n = 410,000); in the data active = max activation above about 30%; also: 0% is about no effect; mostly tested at two doses, the higher about 12 µM
Target sequence (P35462 whole entry, looked up): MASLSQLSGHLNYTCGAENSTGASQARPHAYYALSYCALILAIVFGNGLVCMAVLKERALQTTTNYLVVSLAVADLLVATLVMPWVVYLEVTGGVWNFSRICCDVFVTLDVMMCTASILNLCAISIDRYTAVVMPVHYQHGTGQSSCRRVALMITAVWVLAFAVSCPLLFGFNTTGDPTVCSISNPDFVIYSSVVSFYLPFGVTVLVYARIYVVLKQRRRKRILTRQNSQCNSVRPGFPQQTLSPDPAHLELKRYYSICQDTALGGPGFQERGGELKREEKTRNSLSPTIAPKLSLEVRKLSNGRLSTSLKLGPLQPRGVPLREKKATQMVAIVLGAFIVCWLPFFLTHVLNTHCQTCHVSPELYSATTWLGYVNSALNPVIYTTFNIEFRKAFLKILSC
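Agonist mode: compounds and dopamine controls were applied to plated cells for 90 min at 37 degrees C after an overnight attachment at 1500 cells/well. Luminescent read-out followed 30 - 60 minutes at room temperature with DiscoveRx detection reagent.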
IL-1B inflam inh: blocks inflammasome-driven IL-1 beta release; THP-1 LPS/ATP IL-1B secretion, AlphaLISA, 16 h; hits give low values; activity change, % at 57.5 µM; actives 4.7% (n = 360,000); AID 743279; in the data active = activity change below about -50%; inconclusive = mostly about -30% to -49%; also: % is scaled to controls: 0 for no effect and ±100 for the full control effect
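Secreted IL-1B measured by AlphaLISA bead assay after 16 h compound exposure of THP-1 cells; compounds (final up to 57.5 uM) added 1 h before LPS (250 ng/mL) and ATP (1.25 mM) stimulation; lower signal means less secretion.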
HT1080-NT tox: kills 2HG-producing HT-1080-NT fibrosarcoma cells; HT-1080-NT fibrosarcoma viability, CellTiter-Glo ATP luminescence, 48 h; actives 1.6% (n = 360,000); AID 686970; Potency, µM (highest dose often 46.1 µM), inactives show at the top dose activity, negative = less viability, most hits filed as cytotoxic;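 also: NT is the 2HG producing partner of a matched IDH1 knockdown line; potency is read from the fitted curve at half-maximal effect; 0% = DMSO-treated cells and -100% = media-only wells without cells; nearly all actives have a fitted effect of over 55% in size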
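Read-out is CellTiter-Glo luminescence after 10 minutes at room temperature, following 48 hours' compound treatment of HT-1080-NT cells (750 cells/well, RPMI, 5% FBS, 37 degrees C).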
SW480 rereplic: inducers of DNA re-replication in SW480 colon cancer cells | SW480 DNA re-replication, Hoechst DNA content imaging, 48 h | Potency, µM (series often up to 46.1 µM), for inactives: top-dose re-replication activation, most hits filed as activators | actives 1.8% (n = 340,000); also: potency is read from the fitted curve at half-maximal effect; % of control where 0% means no effect; nearly all actives have a fitted effect of over 55% in size
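DNA re-replication was detected as more nuclei of elevated Hoechst intensity after 48 hr exposure to compound (23 nL pinned per well of 250 cells).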
KB-V1 cytotox: KB-V1 MDR subline cytotoxicity; KB-V1 MDR cells viability, CellTiter-Glo, 72 h; Potency, µM (highest dose often 46.1 µM), without a hit: at the top dose activity change, negative = cytotoxicity, actives largely listed as cytotoxic; actives 3.4% (n = 400,000); AID 1347076; also: potency is read from the fitted curve at half-maximal effect; % is scaled to controls: 0 for no effect and ±100 for the full control effect; nearly all actives have a fitted effect of over 60% in size
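Compound-treated KB-V1 multidrug-resistant cells, 72 h, 37 degrees C; viability by CellTiter-Glo. Fitted qHTS curves give the values.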
D3 antag: blocks the human D3 dopamine receptor | P35462 | D3R cells, DiscoveRx beta-arrestin luminescence, antagonist mode; hits give low values | max response, negative = inhibition, % | actives 2.5% (n = 360,000); in the data active = max response below about -50%; inconclusive = no clear call, values can overlap the other calls; also: % is scaled to controls: 0 for no effect and ±100 for the full control effect; mostly tested at two doses, the higher about 12 µM
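Cells plated overnight at 1500 cells/well, then exposed to library compounds with dopamine controls for 90 minutes at 37 degrees C. DiscoveRx reagent added for 30–60 minutes at room temperature; luminescence read, quantitative HTS format.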
HT1080 IDH1KD tx: HT-1080 IDH1 knockdown cell toxicity (counter line); HT-1080 IDH1 knockdown viability, ATP luminescence, 48 h; Potency, µM (series often up to 46.1 µM), for inactives: top-dose activity, negative = toxicity, actives largely listed as cytotoxic; actives 2% (n = 360,000); AID 686971;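 also: potency is read from the fitted curve at half-maximal effect; 0% = DMSO wells and -100% = cell-free medium wells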
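CellTiter-Glo luminescence after 48 h compound exposure at 37 degrees C of IDH1-knockdown HT-1080 cells in 5% FBS RPMI. %Activity scaled between DMSO wells and cell-free media wells, with curves fitted and assigned curve classes.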
KB-3-1 tox: kills parental KB-3-1 adenocarcinoma cells. actives 1.4% (n = 400,000). Potency, µM (top dose mostly 46.1 µM), without a hit: at the highest dose activity change, negative = cytotoxic, most hits filed as cytotoxic. KB-3-1 viability, CellTiter-Glo ATP luminescence, 72 h; also: potency is read from the fitted curve at half-maximal effect; % is scaled to controls: 0 for no effect and ±100 for the full control effect; nearly all actives have a fitted effect of over 60% in size
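Parental KB-3-1 viability, qHTS format: 72 h compound exposure, 37 °C; CellTiter-Glo; media-only wells and DMSO plates as controls; concentration-effect fits on corrected data.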
GLP-1R agonist: GLP-1 receptor (human) agonism | P43220 | HEK293 GLP-1R CRE-luciferase, luminescence, 4-6 h; cells express a hypersensitive GLP-1R form | Potency, µM (highest dose often 45.6 µM), inactives show at the highest dose activation, actives largely listed as activators | actives 0.007% (n = 380,000) | AID 624172; also: potency is read from the fitted curve at half-maximal effect; % of control where 0% means no effect
Target sequence (P43220 whole entry, looked up): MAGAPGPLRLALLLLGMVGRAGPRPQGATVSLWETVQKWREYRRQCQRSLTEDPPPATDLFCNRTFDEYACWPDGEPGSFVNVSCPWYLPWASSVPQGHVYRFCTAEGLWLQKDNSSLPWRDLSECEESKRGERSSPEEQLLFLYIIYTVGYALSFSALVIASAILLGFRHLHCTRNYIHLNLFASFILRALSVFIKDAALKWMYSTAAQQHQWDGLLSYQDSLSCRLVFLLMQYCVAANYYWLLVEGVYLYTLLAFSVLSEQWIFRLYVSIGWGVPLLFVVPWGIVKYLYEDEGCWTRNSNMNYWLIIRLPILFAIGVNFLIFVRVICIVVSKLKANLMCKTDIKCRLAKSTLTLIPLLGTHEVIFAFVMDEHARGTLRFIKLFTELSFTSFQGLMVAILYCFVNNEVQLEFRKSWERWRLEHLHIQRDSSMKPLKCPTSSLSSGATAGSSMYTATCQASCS
Active calls of the source: *; & = joins results of further samples; [ ] = remark or other dose. Unless noted, calls follow the shape of the dose curve; as a rule, active = well fitted curve in the direction sought with a large enough effect; inconclusive = small, poorly fitted or top-dose-only effect, or another doubt; inactive = no such curve, though single readings can be large; an effect the other way counts as inactive or inconclusive.

How did CN(CC(=O)Nc1ccc(F)c(F)c1F)C(=O)/C=C/c1ccc(Cl)cc1 do in these assays?
DRD3 agonist: -4; IL-1B inflam inh: 0; HT1080-NT tox: 16%; KB-V1 cytotox: -4%; D3 antag: -1; HT1080 IDH1KD tx: 5%; KB-3-1 tox: 0%; GLP-1R agonist: -4%

Results for CC(=O)c1ccc(OCc2cc(C(=O)N3CCC[C@H]3CO)no2)cc1 ?
DRD3 agonist: 2; IL-1B inflam inh: 0; HT1080-NT tox: 6%; SW480 rereplic: -6%; KB-V1 cytotox: 8%; D3 antag: -15; HT1080 IDH1KD tx: 5%; KB-3-1 tox: 2%; GLP-1R agonist: -4%

What do the screens show for `COc1ccc(Cl)cc1NC(=O)Cn1nnc(C(=O)NCCc2ccc(OC)c(OC)c2)c1N`?
DRD3 agonist: -2; IL-1B inflam inh: 37; HT1080-NT tox: 2%; SW480 rereplic: inconclusive; KB-V1 cytotox: 12%; D3 antag: 11; HT1080 IDH1KD tx: -8%; KB-3-1 tox: 4%; GLP-1R agonist: 18%

How did COC(=O)c1cc(Cl)c(NC(=O)C(C)C)cc1OC do in these assays?
DRD3 agonist: -1; IL-1B inflam inh: 0; HT1080-NT tox: 17%; SW480 rereplic: -29%; KB-V1 cytotox: -5%; D3 antag: 5; HT1080 IDH1KD tx: 13%; KB-3-1 tox: 3%; GLP-1R agonist: 6%

Results for CC(C)CC(c1nnnn1CCc1ccccc1)N1CCC(C(N)=O)CC1 (configuration not stated) ?
DRD3 agonist: -14; IL-1B inflam inh: -13; HT1080-NT tox: -3%; SW480 rereplic: 0%; KB-V1 cytotox: 3%; D3 antag: -9; HT1080 IDH1KD tx: -4%; KB-3-1 tox: 3%; GLP-1R agonist: -7%

How did CC(C)N(C(=O)COC(=O)c1cccc(N(C)C)c1)c1ccccc1 do in these assays?
DRD3 agonist: -2; IL-1B inflam inh: 11; HT1080-NT tox: -3%; SW480 rereplic: -26%; KB-V1 cytotox: -14%; D3 antag: 5; HT1080 IDH1KD tx: -6%; KB-3-1 tox: 18%; GLP-1R agonist: 21%

What do the screens show for `CCSc1nnc2c(n1)OC=Nc1ccc(Br)cc1-2`?
DRD3 agonist: -1; IL-1B inflam inh: 36; HT1080-NT tox: -2%; SW480 rereplic: -2%; KB-V1 cytotox: 4%; D3 antag: inconclusive; HT1080 IDH1KD tx: 0%; KB-3-1 tox: -4%; GLP-1R agonist: 1%

How did O=C1NCCN/C1=C\C(=O)c1ccc(Br)cc1 do in these assays?
DRD3 agonist: 2; IL-1B inflam inh: 16; HT1080-NT tox: 12%; SW480 rereplic: -7%; KB-V1 cytotox: -20%; D3 antag: 21; HT1080 IDH1KD tx: 0%; KB-3-1 tox: 1%; GLP-1R agonist: 6%

What do the screens show for `COc1ccc(S(=O)(=O)N2CCOCC2)cc1NC(=O)c1ccc2c(c1)OCO2`?
DRD3 agonist: 53*; IL-1B inflam inh: 0; HT1080-NT tox: -5%; SW480 rereplic: 3%; KB-V1 cytotox: 2%; D3 antag: -11; HT1080 IDH1KD tx: -1%; KB-3-1 tox: -4%; GLP-1R agonist: -3%

What do the screens show for `Cc1ccc2ccc(C(Nc3ccccn3)c3ccccc3)c(O)c2n1` (configuration not stated)?
DRD3 agonist: -17&-11; IL-1B inflam inh: 63; HT1080-NT tox: -30%; SW480 rereplic: 2%; KB-V1 cytotox: inconclusive; D3 antag: -59*; HT1080 IDH1KD tx: -22%; KB-3-1 tox: -8%&-24%; GLP-1R agonist: -1%

Results for O=C1CN(C(=O)c2ccccc2F)c2ccccc2N1 ?
DRD3 agonist: -5; IL-1B inflam inh: 12; HT1080-NT tox: 6%; SW480 rereplic: -23%; KB-V1 cytotox: -18%; D3 antag: -14; HT1080 IDH1KD tx: 5%; KB-3-1 tox: -6%; GLP-1R agonist: 0%

How did O=C(C=Cc1ccco1)N1CCOCC1 do in these assays?
DRD3 agonist: 1; IL-1B inflam inh: -13; HT1080-NT tox: -1%; SW480 rereplic: 2%; KB-V1 cytotox: 22%; D3 antag: -10; HT1080 IDH1KD tx: 12%; KB-3-1 tox: -1%; GLP-1R agonist: 18%

Results for O=C(Nc1nc(-c2cccs2)cs1)c1cccc(S(=O)(=O)N2CCCCCC2)c1 ?
DRD3 agonist: -3; IL-1B inflam inh: -14; HT1080-NT tox: -20%; SW480 rereplic: 0%[9.22 µM]; KB-V1 cytotox: 0%; D3 antag: 0; HT1080 IDH1KD tx: -21%; KB-3-1 tox: 0%; GLP-1R agonist: -4%

Results for Cc1ccc(NC(=O)CNCCCN2CCOCC2)cc1S(=O)(=O)N1CCCCC1 ?
DRD3 agonist: -14; IL-1B inflam inh: -17; HT1080-NT tox: -16%; SW480 rereplic: -1%; KB-V1 cytotox: -8%; D3 antag: -7; HT1080 IDH1KD tx: -21%; KB-3-1 tox: 8%; GLP-1R agonist: 6%

How did Cc1cccc(C(C)C)c1NC(=O)CN1C(=O)NC(Cc2ccccc2)C1=O (configuration not stated) do in these assays?
DRD3 agonist: -2; IL-1B inflam inh: 8; HT1080-NT tox: 7%; SW480 rereplic: -1%; KB-V1 cytotox: -11%; D3 antag: 0; HT1080 IDH1KD tx: 8%; KB-3-1 tox: -4%; GLP-1R agonist: -9%

How did O=C(CSCc1cnn(-c2ccccc2)c1-n1cccc1)NCc1ccc2c(c1)OCO2 do in these assays?
DRD3 agonist: -10; IL-1B inflam inh: -7; HT1080-NT tox: -5%; SW480 rereplic: -8%; KB-V1 cytotox: -18%; D3 antag: 5; HT1080 IDH1KD tx: 6%; KB-3-1 tox: -5%; GLP-1R agonist: 1%

What do the screens show for `COc1ccc(C(=O)NC2CC(C)(C)NC(C)(C)C2)cc1S(=O)(=O)N1CCOCC1`?
DRD3 agonist: 4; IL-1B inflam inh: 5; HT1080-NT tox: 8%; KB-V1 cytotox: 15%; D3 antag: 11; HT1080 IDH1KD tx: 0%; KB-3-1 tox: inconclusive; GLP-1R agonist: 7%

How did CC(C)C(=O)Nc1ccc(C(=O)N/N=C/C2CC3C=CC2C3)cc1 (configuration not stated) do in these assays?
DRD3 agonist: -8; IL-1B inflam inh: -12; HT1080-NT tox: 11%; SW480 rereplic: -13%; KB-V1 cytotox: 9%; D3 antag: 1; HT1080 IDH1KD tx: 9%; KB-3-1 tox: 9%; GLP-1R agonist: 9%

What do the screens show for `COc1cccc(NC(=O)CN(C)C(=O)Cc2ccc3c(c2)CCC3)c1`?
DRD3 agonist: -4; IL-1B inflam inh: 19; HT1080-NT tox: 3%; SW480 rereplic: -4%; KB-V1 cytotox: 15µM*; D3 antag: 9; HT1080 IDH1KD tx: -7%; KB-3-1 tox: -9%; GLP-1R agonist: 2%

How did COc1ccccc1CNC(=O)C1CCN(S(=O)(=O)c2ccc3nc4c(c(C(=O)O)c3c2)CCCC4)CC1 do in these assays?
DRD3 agonist: 7; IL-1B inflam inh: -5; HT1080-NT tox: 11%; SW480 rereplic: -2%; KB-V1 cytotox: inconclusive; D3 antag: 0; HT1080 IDH1KD tx: 12%; KB-3-1 tox: 1%; GLP-1R agonist: -5%

Results for COc1cc(-c2coc3c(C(=O)NCc4ccc(N(C)C)cc4)cccc23)ccc1O ?
DRD3 agonist: 11; IL-1B inflam inh: -53*; HT1080-NT tox: inconclusive; KB-V1 cytotox: -21%; D3 antag: 33; HT1080 IDH1KD tx: inconclusive; KB-3-1 tox: 0%; GLP-1R agonist: 1%

How did CCc1nc2c(OCc3ccc(F)cc3)cccn2c1N(C)C(=O)CC(C)C do in these assays?
DRD3 agonist: -5; IL-1B inflam inh: -1; HT1080-NT tox: 2%; KB-V1 cytotox: 5%; D3 antag: -24; HT1080 IDH1KD tx: -3%; KB-3-1 tox: 0%; GLP-1R agonist: 15%

What do the screens show for `CNC(=O)c1cc(S(=O)(=O)Nc2ccc(C)cc2C)ccc1C`?
DRD3 agonist: 12; IL-1B inflam inh: 14; HT1080-NT tox: -1%; SW480 rereplic: -5%; KB-V1 cytotox: 2%; D3 antag: 4; HT1080 IDH1KD tx: -10%; KB-3-1 tox: -12%; GLP-1R agonist: -3%

How did CCc1n[nH]c(=S)n1/N=C/c1c(O)ccc2ccccc12 do in these assays?
DRD3 agonist: 1; IL-1B inflam inh: 6; HT1080-NT tox: 10%; SW480 rereplic: -3%; KB-V1 cytotox: 5.8µM*; D3 antag: 31; HT1080 IDH1KD tx: 9%; KB-3-1 tox: inconclusive; GLP-1R agonist: 3%

Results for Cc1ccc2nc(CNC(=O)C3CCC(=O)N(Cc4ccccc4F)C3)cn2c1 (configuration not stated) ?
DRD3 agonist: 8; IL-1B inflam inh: 16; HT1080-NT tox: 5%; SW480 rereplic: 0%; D3 antag: 4; HT1080 IDH1KD tx: 2%; GLP-1R agonist: 12%

How did CCC(C)(C)c1ccc(Oc2cccc(C(=O)O)c2)cc1 do in these assays?
DRD3 agonist: -1; IL-1B inflam inh: 22; HT1080-NT tox: 5%; SW480 rereplic: -4%; KB-V1 cytotox: -6%; D3 antag: -5; HT1080 IDH1KD tx: 9%; KB-3-1 tox: 2%; GLP-1R agonist: 1%

How did COc1cccc(N2C(=NC(=O)C3CCCCC3)SC3CS(=O)(=O)CC32)c1 (configuration not stated) do in these assays?
DRD3 agonist: 2; IL-1B inflam inh: -5; HT1080-NT tox: 13%; SW480 rereplic: -6%; KB-V1 cytotox: 0%; D3 antag: 17; HT1080 IDH1KD tx: 13%; KB-3-1 tox: -3%; GLP-1R agonist: -2%

What do the screens show for `CS(=O)(=O)N1CCC(C(=O)Nc2cccc(Br)c2)CC1`?
DRD3 agonist: 2; IL-1B inflam inh: 0; HT1080-NT tox: 5%; SW480 rereplic: inconclusive; KB-V1 cytotox: 23%; D3 antag: 3; HT1080 IDH1KD tx: 3%; KB-3-1 tox: -14%; GLP-1R agonist: -2%

Screening results: PubChem BioAssay, National Center for Advancing Translational Sciences (NCATS)
